V1aR counter: agonists of human V1a receptor, primary screen, counter-screen for OXTR agonist project, fluorescence, CHO-V1R cells; Vasopressin V1a receptor (Homo sapiens), P37288; Fluo-8 calcium fluorescence, agonist mode; 0% DMSO, 100% 3 nM vasopressin; activation, % at 3 µM; actives 0.25% (n = 320,000);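 active = activation above the mean activation of all tested compounds plus 3 SD, per screening run, cut at about 20% in these data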;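 also: signal is peak over basal fluorescence ratio across a 100 second FLIPR read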
NALP1 yeast inh: NALP1 inflammasome inhibitors in reconstituted yeast, colorimetric, S. cerevisiae, triplicate retest; S. cerevisiae NALP1/ASC/caspase-1 growth, X-gal OD620, 72 h; actives 0.61% (n = 280,000); inhibition, % at 10 µM; in the data active = inhibition mostly above about 24%, no sharp cut-off; inactive = mostly below about 32%; also: some compounds called inactive have numbers as strong as hits
OXTR potentiate: human OXTR potentiators, primary screen, fluorescence, CHO-OTR cells, Fluo-8 calcium | Oxytocin receptor (Homo sapiens), P30559 | Fluo-8 calcium fluorescence, potentiator mode; 0% = oxytocin EC15, 100% = EC100 | activation, % at 3 µM | actives 0.061% (n = 320,000);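 active = activation above that plate's cutoff, the mean activation of tested compounds plus 3 SD, cut at about 6.6% in these data, passing the limit was not always enough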;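 also: 100% uses oxytocin at 75 nM as the full agonist control; some results filed as inactive read as strong as hits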
Target sequence (P30559 whole entry, looked up): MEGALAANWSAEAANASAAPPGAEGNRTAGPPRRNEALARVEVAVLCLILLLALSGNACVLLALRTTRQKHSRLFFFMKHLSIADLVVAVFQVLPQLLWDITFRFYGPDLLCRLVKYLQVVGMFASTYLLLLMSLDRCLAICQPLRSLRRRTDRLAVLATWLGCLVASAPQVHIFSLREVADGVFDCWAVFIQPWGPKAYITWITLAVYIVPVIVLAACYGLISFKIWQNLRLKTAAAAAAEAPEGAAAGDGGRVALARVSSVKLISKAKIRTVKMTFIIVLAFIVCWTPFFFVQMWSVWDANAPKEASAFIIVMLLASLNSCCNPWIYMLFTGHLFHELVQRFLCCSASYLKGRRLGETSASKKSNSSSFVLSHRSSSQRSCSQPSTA
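System: human OTR in CHO cells / Also added: sub-maximal oxytocin, roughly EC15 / Control set: EC15 oxytocin low, 75 nM oxytocin high / Schedule: 6 min compound pre-incubation at room temperature, 100 s kinetic read / Compound: single-point 3.0 µM / Replication: singlicate / Technique: Fluo-8 calcium dye fluorescence / Read-out basis: % activation of max/min ratio relative to oxytocin controls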
MEKK2 mut-MEK5: MEK5 binding signal on mutant MEKK2 PB1, primary screen, biochemical, multiplex bead flow cytometry, Alexa488-MEK5; Alexa488-MEK5 binding to MEKK2 mutant; percent response, % at 10 µM; actives 0.35% (n = 290,000); AID 1530, 2009; in the data active = percent response above about 24%, passing the limit was not always enough; also: inactives centre near 1; some results filed as inactive read as strong as hits
MEKK2wt PB1 HTS: modulators of MEK5 binding to wildtype MEKK2, primary screen, biochemical, multiplex bead flow cytometry, Alexa488-MEK5; Alexa488-MEK5 binding to MEKK2 WT; actives lie on both sides; binding response (% of control), % at 10 µM; actives 1.1% (n = 290,000); AID 1531, 2009; in the data active = binding response below about 67% or above about 130%
M18AAP inhibitor: PfM18AAP inhibitors, malaria aminopeptidase, primary screen, biochemical, QFRET, recombinant enzyme. M18 aspartyl aminopeptidase (Plasmodium falciparum 3D7). H-Glu-NHMec fluorogenic cleavage. inhibition, % at 7.35 µM. actives 1.2% (n = 290,000). AID 1822, 2009;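 active = inhibition above the campaign mean inhibition over all tested compounds plus 3 SD, cut at about 28% in these data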;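 also: 0% = plate median of test compound wells and 100% = 2 mM ZnCl2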
OXTR agonist: human OXTR agonists, primary screen, fluorescence, CHO-OTR cells, Fluo-8 calcium. Fluo-8 calcium fluorescence; normalized: DMSO 0%, oxytocin 100%. activation, % at 3 µM. actives 0.32% (n = 320,000);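 active = activation above the mean of all tested compounds plus 3 SD, cutoff set per screening run, cut at about 20% in these data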;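 also: peak over basal fluorescence ratio from a 100 s FLIPR kinetic read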
GPR7 antagonist: GPR7 receptor antagonists, primary screen, cell-based, fluorescence, single concentration. GPR7-expressing cells, fluorescence antagonist assay. inhibition, % at 4.4 µM. actives 1.1% (n = 290,000); in the data active = inhibition above about 16%, passing the limit was not always enough;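 also: cells stimulated with the agonist NPW; 0% = agonist with vehicle and 100% = vehicle without agonist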
Target sequence (P48145 whole entry, looked up): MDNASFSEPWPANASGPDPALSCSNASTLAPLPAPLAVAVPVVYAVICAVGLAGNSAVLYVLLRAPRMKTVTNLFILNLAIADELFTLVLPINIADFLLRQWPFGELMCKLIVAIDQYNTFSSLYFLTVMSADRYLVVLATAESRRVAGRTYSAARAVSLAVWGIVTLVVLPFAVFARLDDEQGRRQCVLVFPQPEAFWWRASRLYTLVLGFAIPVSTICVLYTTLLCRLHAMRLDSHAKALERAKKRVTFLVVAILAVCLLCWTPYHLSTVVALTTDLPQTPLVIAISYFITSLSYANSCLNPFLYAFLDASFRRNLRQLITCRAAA
GalR3 antag: GalR3 antagonists in HEK293 cells, primary screen, cell-based, fluorescence readout; Galanin receptor type 3 (Homo sapiens), O60755; HEK293 GalR3-CNG cAMP membrane potential fluorescence; galR3 body fused to GalR1 C-terminus; inhibition, % at 3 µM; actives 0.44% (n = 360,000); AID 651719, 2012;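 active = inhibition above the screen-wide average plus 3 SD, cut at about 13% in these data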;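 also: forskolin and galanin both at EC90 stimulate the cells; cAMP rise reported by CNG channel membrane potential dye signal; 0% = forskolin plus galanin with DMSO and 100% = forskolin alone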
Target sequence (O60755 1-299 limits assumed): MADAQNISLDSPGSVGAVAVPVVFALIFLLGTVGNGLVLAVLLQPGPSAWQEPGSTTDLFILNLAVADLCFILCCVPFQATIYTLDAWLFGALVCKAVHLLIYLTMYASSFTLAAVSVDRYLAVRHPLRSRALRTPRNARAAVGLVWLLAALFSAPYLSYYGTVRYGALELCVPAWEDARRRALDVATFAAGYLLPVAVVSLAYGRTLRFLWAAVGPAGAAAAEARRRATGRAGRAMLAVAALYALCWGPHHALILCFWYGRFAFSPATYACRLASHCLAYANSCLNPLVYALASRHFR
An asterisk follows results filed as active; . = not tested or not shown.

SMILES	V1aR counter	NALP1 yeast inh	OXTR potentiate	MEKK2 mut-MEK5	MEKK2wt PB1 HTS	M18AAP inhibitor	OXTR agonist	GPR7 antagonist	GalR3 antag
O=C1c2ccccc2C(=O)N1CCCCSc1nnc(-c2ccc(OC(F)F)cc2)o1	-0.6	1.8	-5.3	-1.0	97.0	-11.4	-1.3	-14.1	-2.3
CCN(CC(=O)NC1CCS(=O)(=O)C1)S(=O)(=O)c1ccc(C)c(C)c1 (stereo not drawn)	-0.7	27.6	-4.9	-1.0	98.0	-2.5	-2.0	-1.7	-2.7
CCOC(=O)c1c(C)n(CCNC(C)=O)c2ccc(O)cc12	1.1	5.9	4.0	4.0	101.0	-9.0	0.8	-10.6	-9.3
CC(=O)N1CCc2ccc(S(=O)(=O)N3CCc4ccccc43)cc21	8.3	1.8	-16.2	0.0	100.0	-0.3	12.1	-6.1	-9.2
CCN1CCN(S(=O)(=O)c2ccc(OC)cc2)CC1	-0.9	-20.5	2.2	2.0	105.0	0.8	0.6	-16.2	-5.8
CCOc1ccc(C(CC(=O)O)NC(=O)c2ccco2)cc1OC (stereo not drawn)	0.8	7.4	-4.2	8.0	97.0	2.1	0.1	-3.6	3.2
CCn1c(SCC(=O)NC(C)C(C)C)nc2cc(S(=O)(=O)N3CCOCC3)ccc21 (stereo not drawn)	-0.4	-0.6	0.0	8.0	109.0	0.1	-1.4	-5.9	-1.7
O=C(c1cc(-c2ccccc2)nc2ccccc12)N1CCOCC1	0.9	25.4	-4.4	5.0	99.0	7.8	1.4	-1.5	0.6
CCOC(=O)c1ccccc1C(=O)N1CCOCCOCCOCC1	-0.2	9.1	-13.4	-1.0	95.0	1.2	-0.8	3.9	-3.0
COc1ccc(S(=O)(=O)NC(C(=O)NCCc2ccccn2)C(C)C)cc1 (stereo not drawn)	1.0	7.9	-8.9	-9.0	88.0	-14.5	-0.4	8.7	1.0
CC(=O)c1ccc(OC(=O)c2ccc(Br)o2)cc1	8.9	17.1	-8.6	0.0	100.0	17.3	14.7	-12.8	-4.1
CC(C)CC(=O)Nc1nnc(SCC(=O)Nc2ccc3c(c2)OCO3)s1	0.9	27.3	-0.6	21.0	108.0	-4.3	-1.0	1.3	-2.0
CC1(C)C(=O)OC(c2cccs2)C2(CCCCC2)C1=O (stereo not drawn)	-1.7	19.0	-11.3	-2.0	99.0	3.6	-3.1	11.6	-2.4
c1ccc([C@H]2CNCCN2CCc2cccc3ccccc23)cc1	7.6	.	-1.6	.	.	.	8.4	.	-6.0
O=c1oc2ccccc2c(N2CCCC2)c1[N+](=O)[O-]	2.2	-1.5	8.3	-2.0	95.0	-6.0	1.3	-9.6	7.0
Cc1ccc2nc(SCC(=O)NC3CCCC3)nc(=O)n2c1	0.1	.	0.8	.	.	.	0.9	.	1.9
CN(Cc1nccs1)C(=O)c1ccc(OC2CCN(Cc3ccccn3)CC2)cc1	1.6	13.1	-11.9	0.0	105.0	-0.5	2.6	-5.1	-1.4
Cc1cc(NC(=O)c2cc(C3CC3)on2)n(-c2ccccc2)n1	-0.7	21.1	-0.2	1.0	102.0	-6.8	-2.4	-11.4	.
CC1CCc2nc3ccc(S(=O)(=O)N4CCC(C(=O)O)CC4)cc3c(C(=O)O)c2C1 (stereo not drawn)	0.4	20.9	0.0	2.0	103.0	3.6	1.2	-8.1	0.0
CCN1C(=O)CC(NCc2ccc3c(c2)OCO3)C1=O (stereo not drawn)	0.5	12.8	-2.2	2.0	101.0	0.2	-0.4	-4.0	-4.5
Cc1cc(=O)[nH]c(=S)[nH]1	0.4	14.5	-8.2	4.0	98.0	22.1	-0.6	0.6	.
Cc1ccc(-c2ccc(CCC(=O)O)n2C(C)C)cc1	-0.9	0.3	4.0	1.0	102.0	5.2	0.4	-0.1	2.8
CC(=O)Nc1ccc(NC(=O)CN2CCN(c3cccc(C(F)(F)F)c3)CC2)cc1	3.4	14.0	-8.4	20.0	122.0	1.2	2.6	-1.1	.
O=C1/C(=C\c2cccs2)SC(=S)N1C1CCS(=O)(=O)C1 (stereo not drawn)	8.0	-19.0	-21.5	0.0	94.0	9.2	4.6	0.3	-6.0
O=C(C[C@@H]1C/C=C\C[C@@H](Cc2ccc(F)cc2)C(=O)OC[C@H]2CCCN2C1=O)N[C@H](CO)Cc1ccccc1	0.2	.	-4.2	.	.	.	0.9	.	-3.4
Next structures
SMILES	V1aR counter	NALP1 yeast inh	OXTR potentiate	MEKK2 mut-MEK5	MEKK2wt PB1 HTS	M18AAP inhibitor	OXTR agonist	GPR7 antagonist	GalR3 antag
COC(=O)C1=CN(Cc2ccc(OC)c(OC)c2)C=C(C(=O)OC)C1c1ccc(O)cc1	.	11.4	.	2.0	106.0	-7.1	.	-10.5	-10.2
Cc1ccc(NC(=O)COC(=O)Cn2c(C)csc2=O)cc1C	1.2	-1.8	-3.1	3.0	101.0	-0.6	0.6	-6.9	-5.2
Nc1cc2ccncc2c2ccccc12	2.5	14.1	4.6	7.0	109.0	2.3	2.0	-9.3	-14.0
O=C(COC(=O)[C@@H]1CCCN1C(=O)c1cccs1)Nc1ccc(F)cc1[N+](=O)[O-]	-0.2	-6.5	-15.7	0.0	102.0	-3.9	-0.6	-0.3	-5.1
CCN(CC)C(=O)Cn1cc(C(=O)C(=O)N2CCN(Cc3ccccc3)CC2)c2ccccc21	0.6	4.4	-0.1	2.0	99.0	7.3	0.9	3.3	-2.5
CC(NCCS(=O)(=O)c1ccc(Cl)cc1)c1cccc(Cl)c1 (stereo not drawn)	-0.2	8.1	-9.6	3.0	97.0	4.6	-0.2	-3.7	-9.3
Cc1cc(Cl)ccc1OCC(=O)OC(C)C(=O)N(C)C (stereo not drawn)	-0.4	18.5	-4.7	.	.	-5.2	2.5	-13.8	-1.0
COCCNC(=O)C(=O)NCCN1CCOCC1	-0.3	11.6	-19.9	14.0	99.0	-3.8	0.9	-6.1	-2.9
COC(=O)[C@H](C)NC(=O)Nc1ccc(OC)c(OC)c1	0.4	-3.0	-24.8	1.0	102.0	-2.5	-0.3	2.6	-3.8
Nc1nc(SCC(=O)Nc2ncc(C(F)(F)F)cc2Cl)n[nH]1	-0.1	-12.3	-6.1	3.0	101.0	28.3*	0.4	-14.9	-5.3
CC1CN(C(=O)/C=C/c2cccc([N+](=O)[O-])c2)CC(C)O1 (stereo not drawn)	1.5	.	-8.7	1.0	101.0	1.9	0.4	-3.6	0.5
CCOc1ccc(NC(=O)CN(C)C(=O)C2CSC3(C)CCC(=O)N23)cc1OCC (stereo not drawn)	-0.9	.	-4.5	.	.	.	5.9	.	-7.5
CCCCOc1cc(=O)[nH]c(=O)[nH]1	1.2	-0.4	-10.9	-2.0	98.0	1.1	0.4	14.6	-1.2
COCCCNC(=O)C(=O)NC1CCCCCC1	1.1	30.2	-5.0	-3.0	97.0	-12.5	-0.3	-5.9	-6.5
CCc1nc(SCc2ccccn2)[nH]c(=O)c1C	1.3	-13.8	0.7	-8.0	100.0	-5.0	-0.2	-5.9	2.3
CCOC(=O)c1cncc(C(=O)O)c1	0.0	11.3	-18.3	-1.0	93.0	-17.6	-0.2	11.0	3.1
COc1cc(CCCN2C(N)=NC[C@@H]2Cc2ccccc2)cc(OC)c1OC	-0.2	.	-10.6	4.0	100.0	.	-0.5	.	-1.5
O=C(NNC(=O)C1CC(=O)N(Cc2ccccc2)C1)c1ccc(Br)cc1 (stereo not drawn)	1.6	-12.1	0.6	4.0	98.0	2.9	-0.7	-15.0	-0.3
COc1cccc(/C=C2\SC(=O)N(CCC(=O)NC3CCS(=O)(=O)C3)C2=O)c1 (stereo not drawn)	5.1	-1.2	-7.2	0.0	97.0	8.0	3.7	-20.8	3.0
Cc1cc(C(=O)COc2ccc(C#N)cc2)c(C)n1CC1CCCO1 (stereo not drawn)	6.7	.	-10.8	.	.	.	4.2	.	7.1
CCOn1c(=O)c(-c2ccc(C)cc2)[n+]([O-])c2ccccc21	0.2	17.0	-7.0	1.0	106.0	0.2	-0.5	-14.4	-9.1
CC(C)(C)c1ccc(-c2nnc(SCC(=O)O)n2N)cc1	-0.4	1.2	1.9	-1.0	94.0	0.1	0.4	2.8	-1.8
CCOc1ccc(C(=O)NCC(=O)N2CCCCCCC2)cc1	-0.4	.	-2.1	.	.	.	-0.9	.	-6.0
Cc1[nH]c2ccccc2c1C(=O)C(=O)N1c2ccccc2CC1C (stereo not drawn)	10.0	-5.8	1.3	5.0	105.0	-1.0	3.3	-3.8	-6.4
CC(=O)Cn1ncc(N(C)Cc2ccccc2)c(Cl)c1=O	0.6	15.3	-5.2	4.0	106.0	-2.7	-0.4	-0.7	-8.0

Reprinted from the part before: 5 entries, followed by the next part.
SMILES	V1aR counter	NALP1 yeast inh	OXTR potentiate	MEKK2 mut-MEK5	MEKK2wt PB1 HTS	M18AAP inhibitor	OXTR agonist	GPR7 antagonist	GalR3 antag
CCOn1c(=O)c(-c2ccc(C)cc2)[n+]([O-])c2ccccc21	0.2	17.0	-7.0	1.0	106.0	0.2	-0.5	-14.4	-9.1
CC(C)(C)c1ccc(-c2nnc(SCC(=O)O)n2N)cc1	-0.4	1.2	1.9	-1.0	94.0	0.1	0.4	2.8	-1.8
CCOc1ccc(C(=O)NCC(=O)N2CCCCCCC2)cc1	-0.4	.	-2.1	.	.	.	-0.9	.	-6.0
Cc1[nH]c2ccccc2c1C(=O)C(=O)N1c2ccccc2CC1C (stereo not drawn)	10.0	-5.8	1.3	5.0	105.0	-1.0	3.3	-3.8	-6.4
CC(=O)Cn1ncc(N(C)Cc2ccccc2)c(Cl)c1=O	0.6	15.3	-5.2	4.0	106.0	-2.7	-0.4	-0.7	-8.0
Cn1nnc(NC(=S)NC(=O)/C=C/c2ccco2)n1	1.9	.	-3.8	5.0	101.0	15.2	0.1	1.6	-4.2
CCOc1ncccc1C(=O)OCC(=O)NCCc1ccc(S(N)(=O)=O)cc1	0.1	.	-0.1	.	.	.	-0.2	.	-5.4
CCOC(=O)CCP(=O)(O)C(O)(c1ccccc1)c1ccccc1	0.6	-4.7	-5.9	2.0	102.0	2.8	1.4	-4.3	-8.9
COc1ccc(S(N)(=O)=O)cc1C(=O)NNC(=O)C1COc2ccccc2O1 (stereo not drawn)	-0.4	.	-7.9	.	.	.	-0.8	.	-0.4
CCOC(=O)N1CCN(C(=O)/C=C/c2c(C)nn(-c3ccc(F)cc3)c2Cl)CC1	.	-10.3	.	-8.0	89.0	-16.7	.	2.5	-6.5
CC(C)n1c(O)c(N=NC(=O)CNC(=O)c2cccnc2)c2ccccc21	2.1	-1.3	-7.2	3.0	103.0	2.7	1.6	-7.4	3.4
Cc1ccccc1C(=O)OC1OC(=O)C(Cl)=C1Nc1ccc(C(=O)O)cc1 (stereo not drawn)	0.0	7.1	-9.9	-2.0	91.0	4.5	-1.4	12.9	1.5

Screening results: PubChem, several laboratories
